# KLK7 zymogen act = proKLK7 zymogen activators, primary screen, biochemical, fluorescence intensity; Kallikrein-7 (Homo sapiens), P49862; purified proKLK7, EDANS-DABCYL substrate fluorescence; 100% is mature enzyme control, 0% vehicle; hit rate 0.9% among 370,000; activation, % at 7 µM;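 active means activation above the mean of all tested compounds plus 3 SD, computed per campaign excluding outliers beyond control limits, cut at about 13% in these data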
# ADAM10 inh = human ADAM10 inhibitors, primary screen, biochemical, QFRET, HTS. recombinant ADAM10, EDANS/DABCYL FRET peptide cleavage, 3 h. inhibition, % at 7 µM. hit rate 0.62% among 370,000. Disintegrin and metalloproteinase domain-containing protein 10 (Homo sapiens), O14672;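 active means inhibition above a per-campaign cutoff equal to the mean of compounds falling between control-based bounds plus 3 SD, cut at about 20% in these data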;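 further: 0% = DMSO wells while the 100% control is not disclosed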
# GAA850 FXN act = FXN promoter activators, primary screen, cell-based, luciferase luminescence, HEK293 lucGAA850; HEK293 lucGAA850 FXN promoter luciferase reporter, 24 h; percent of 10 µM SAHA response; activation, % at 6 µM; hit rate 0.56% among 360,000; AID 540364, 2011;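 active means activation above the average of all compounds screened plus 3 SD, cutoff fixed separately per campaign, cut at about 7.5% in these data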;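 further: 0% = DMSO wells and 100% = 10 µM SAHA wells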
# HGIII-sPLA2 inh = human group III sPLA2 inhibitors, primary screen, biochemical, QFRET, BODIPY PC-A2 liposome substrate; Group 3 secretory phospholipase A2 (Homo sapiens), Q9NZ20; QFRET BODIPY PC-A2 liposome hydrolysis, fluorescence; inhibition, % at 12.2 µM; hit rate 0.56% among 370,000; AID 743126, 2013;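 active means inhibition above mean plus 3 SD of compounds lying within the high and low control bounds, cut at about 19% in these data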;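 further: 0% = median of test compound wells and 100% = no enzyme DMSO wells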
# NPR2 activator = human GC-B receptor activators, primary screen, HEK293 GC-B cells, cGMP TR-FRET, EC30 CNP; activation, % at 10 µM; 0% at EC30 CNP, 100% saturating CNP; hit rate 0.11% among 370,000; Atrial natriuretic peptide receptor 2 (Homo sapiens), P20594;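 active means activation at 10 µM reaching about 35% in either raw or pattern-adjusted values, limit read from the data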
# rCAG binder = binders of r(CAG) RNA repeats, primary screen, biochemical, fluorescence. r(CAG) RNA repeat, TO-PRO-1 dye displacement fluorescence. inhibition, % at 3 µM. hit rate 1.3% among 370,000;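 active means inhibition above the plate cutoff, the mean of all test compounds on that plate plus 3 SD, cut at about 35% in these data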;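 further: 0% = DMSO alone and 100% = 100 µM mitoxantrone as full dye displacement; higher means more dye released from RNA so lower well fluorescence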
# GC-A act = GC-A stimulated cGMP production enhancers – HEK293 GC-A cells, cGMP TR-FRET, EC30 ANP, primary screen | activation, % at 10 µM | 0% at EC30 ANP, 100% saturating ANP | hit rate 0.14% among 370,000 | Atrial natriuretic peptide receptor 1 (Homo sapiens), P16066 | AID 1671463, 2021; in the data active means activation above about 40%
# Target sequence (P16066 whole entry, looked up): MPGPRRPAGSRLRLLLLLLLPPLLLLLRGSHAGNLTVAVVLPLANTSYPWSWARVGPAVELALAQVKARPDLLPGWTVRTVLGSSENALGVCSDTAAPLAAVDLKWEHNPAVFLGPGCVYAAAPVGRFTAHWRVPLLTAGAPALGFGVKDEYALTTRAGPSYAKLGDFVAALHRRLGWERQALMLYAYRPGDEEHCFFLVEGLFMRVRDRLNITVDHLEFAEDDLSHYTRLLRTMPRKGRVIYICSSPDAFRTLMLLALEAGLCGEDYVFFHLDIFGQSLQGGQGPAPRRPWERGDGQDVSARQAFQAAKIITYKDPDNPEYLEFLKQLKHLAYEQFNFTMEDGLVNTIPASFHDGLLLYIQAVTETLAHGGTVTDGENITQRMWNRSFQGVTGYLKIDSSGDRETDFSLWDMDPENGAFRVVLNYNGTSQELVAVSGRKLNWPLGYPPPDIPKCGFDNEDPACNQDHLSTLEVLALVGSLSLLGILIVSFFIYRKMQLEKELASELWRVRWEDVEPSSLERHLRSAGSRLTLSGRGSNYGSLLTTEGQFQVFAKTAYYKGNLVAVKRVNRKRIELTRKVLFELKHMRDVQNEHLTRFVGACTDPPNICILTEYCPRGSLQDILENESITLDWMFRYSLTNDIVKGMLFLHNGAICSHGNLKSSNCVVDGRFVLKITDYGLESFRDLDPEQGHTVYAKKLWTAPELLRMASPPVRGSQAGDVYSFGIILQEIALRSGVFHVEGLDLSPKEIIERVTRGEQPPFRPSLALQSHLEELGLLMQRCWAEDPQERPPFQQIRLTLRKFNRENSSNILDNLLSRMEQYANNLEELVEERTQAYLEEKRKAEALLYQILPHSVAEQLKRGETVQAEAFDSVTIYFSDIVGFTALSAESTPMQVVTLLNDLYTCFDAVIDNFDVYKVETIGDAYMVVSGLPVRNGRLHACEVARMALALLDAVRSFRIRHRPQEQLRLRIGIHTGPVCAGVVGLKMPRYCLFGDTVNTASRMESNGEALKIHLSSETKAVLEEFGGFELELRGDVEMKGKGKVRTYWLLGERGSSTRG
# Tn6 DDE FP = inhibitors of Tn6 peptide binding to fibrin DD(E), primary screen, biochemical, fluorescence polarization, human fibrin, Tn6 probe | AID 720509, 2013 | Fibrin DD(E) TRITC-Tn6 fluorescence polarization displacement | hit rate 0.21% among 370,000 | inhibition, % at 8.3 µM | Fibrinogen beta chain (Homo sapiens), P02675;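 active means inhibition above a per-campaign cutoff: mean of compounds within control limits plus 3 SD, cut at about 15% in these data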;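 further: 0% = median of all compound wells on the plate and 100% = blocking peptide control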
# ARFGAP1 inh = inhibitors of rat ARFGAP1 GAP activity, primary screen, biochemical, fluorescence polarization, GDP tracer | hit rate 0.26% among 360,000 | AID 651572, 2012 | ADP-ribosylation factor GTPase-activating protein 1 (Rattus norvegicus), Q62848 | Arfgap1-stimulated ARF1 GTP hydrolysis, GDP FP detection | inhibition, % at 16.5 µM;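 active means inhibition above a per-plate limit, mean inhibition of low control wells plus 3 SD, cut at about 25% in these data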;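 further: 0% = DMSO wells with enzyme and 100% = wells lacking Arfgap1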
#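 System: truncated rat Arfgap1 GAP domain / Medium: HEPES-based buffer, pH 7.5 / Also added: N-terminally truncated human ARF1-GTP substrate / Incubation: enzyme reaction 120 min at 25 °C after 20 min preincubation / Measured by: FP of antibody-bound GDP Alexa 633 tracer, ex 620/em 688 nm / Replicates: singlicate, each compound tested once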
# ASAP1 GAP inh = inhibitors of human ASAP1 ArfGAP activity, primary screen, biochemical, fluorescence polarization. Arf-GAP with SH3 domain, ANK repeat and PH domain-containing protein 1 (Homo sapiens), …. ASAP1-stimulated ARF1 GTP hydrolysis, GDP FP detection. inhibition, % at 16.5 µM. hit rate 0.19% among 360,000. AID 624377, 2012; in the data active means inhibition above about 25%;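 further: 0% = vehicle with enzyme and substrate and 100% = no enzyme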
# Active calls of the source: *; i = inactive; x = no result given.
# Below each SMILES – KLK7 zymogen act, ADAM10 inh, GAA850 FXN act, HGIII-sPLA2 inh, NPR2 activator, rCAG binder, GC-A act, Tn6 DDE FP, ARFGAP1 inh, ASAP1 GAP inh
- Cc1cc(C)cc(NC(=O)COc2coc(CN3CCc4ccccc4C3)cc2=O)c1
    -0.4, -2.7, -2.8, -2.8, -0.2, -5.4, -1.4, -6.8, 8.0, -9.2
- NCCCNC(=O)c1ccc(/C=N/O)nc1
    0.5, -3.4, -1.7, 1.4, 0.5, -0.6, 0.7, 3.3, -2.3, -1.8
- O=C1CCC(C(=O)N(CCO)Cc2ccccc2)CN1CC1CCCCC1 (stereo not drawn)
    -0.5, 3.4, 2.6, 8.1, 3.7, -6.7, 2.6, 2.6, -6.2, -20.2
- C=CCn1c(SCC(=O)N(C)c2c(N)n(Cc3ccccc3)c(=O)[nH]c2=O)nnc1-c1ccccc1OC
    0.9, 7.0, -1.1, 2.5, 0.9, -5.8, -1.1, 3.6, 6.3, -3.9
- CCC(=O)c1c[nH]c(C(=O)NCCCN2CCOCC2)c1
    0.4, 1.5, -0.1, -2.7, 0.2, 0.4, -0.8, 6.5, 0.4, 14.4
- COC(=O)[C@@]12CCCCC3=C1N(CCC3)C(=O)[C@H]2CC(=O)NCC1CCCCC1
    0.1, 2.5, x, -0.2, 5.1, -1.8, 1.3, -0.4, x, x
- COc1ccccc1CC(=O)N1CCN(c2ccccc2)CC1
    0.5, 0.3, 0.2, 15.5, 0.0, -5.6, -2.0, -3.7, 7.7, -0.8
- O=S(=O)(Cc1ccc(Cl)cc1)Oc1ccc(Cl)cc1
    0.8, 0.2, 0.2, -6.2, -3.0, 1.0, -0.9, 2.8, -7.6, 4.3
- COc1ccc(C2(NC(C)=O)CCN(C(=O)c3cccs3)CC2)cc1
    0.1, 4.9, 0.7, 5.4, -10.5, 1.1, 4.4, -2.6, 7.3, -8.0
- CCCN(CCC)c1nc2ccccc2nc1C(C#N)C(=O)OCCOC (stereo not drawn)
    7.5, -132.1, 3.2, -4.7, 8.2, -9.3, 7.2, -7.8, -5.7, -4.7
- Cc1cccc(C(=O)OCC(=O)NC2CCCCCCC2)c1
    -0.5, 3.0, 0.3, -3.8, 0.2, -2.3, -1.6, 1.9, 3.7, 7.9
- Cc1ccc(N(CCC#N)C(=O)CCl)cc1C
    0.0, -5.6, -13.6, -0.3, 6.3, 0.3, 2.3, -2.2, -4.5, 0.0
- COc1cccc(-c2ccc(CN3C(C(C)C)C(=O)N(Cc4cn(CCC5OCCO5)nn4)CCS3(=O)=O)cc2)c1OC (stereo not drawn)
    0.1, 8.4, x, -25.9, -6.1, 4.6, 7.9, 0.2, 0.6, -8.9
- CNc1snc(C)c1C(=O)OC(C)C(=O)NCc1ccccc1 (stereo not drawn)
    -0.6, 2.2, 0.4, -1.1, 9.0, -1.7, -0.1, 0.2, -6.1, -11.8
- Cc1ccc(-n2ncc3c(NCCCOC(C)C)ncnc32)c(C)c1
    -0.1, 3.1, 3.5, -7.0, 2.3, -9.7, -1.4, 6.5, -2.8, -5.5

# Reprinted from the part before: 5 compounds, then new ones.
# Below each SMILES – KLK7 zymogen act, ADAM10 inh, GAA850 FXN act, HGIII-sPLA2 inh, NPR2 activator, rCAG binder, GC-A act, Tn6 DDE FP, ARFGAP1 inh, ASAP1 GAP inh
- Cc1cccc(C(=O)OCC(=O)NC2CCCCCCC2)c1
    -0.5, 3.0, 0.3, -3.8, 0.2, -2.3, -1.6, 1.9, 3.7, 7.9
- Cc1ccc(N(CCC#N)C(=O)CCl)cc1C
    0.0, -5.6, -13.6, -0.3, 6.3, 0.3, 2.3, -2.2, -4.5, 0.0
- COc1cccc(-c2ccc(CN3C(C(C)C)C(=O)N(Cc4cn(CCC5OCCO5)nn4)CCS3(=O)=O)cc2)c1OC (stereo not drawn)
    0.1, 8.4, x, -25.9, -6.1, 4.6, 7.9, 0.2, 0.6, -8.9
- CNc1snc(C)c1C(=O)OC(C)C(=O)NCc1ccccc1 (stereo not drawn)
    -0.6, 2.2, 0.4, -1.1, 9.0, -1.7, -0.1, 0.2, -6.1, -11.8
- Cc1ccc(-n2ncc3c(NCCCOC(C)C)ncnc32)c(C)c1
    -0.1, 3.1, 3.5, -7.0, 2.3, -9.7, -1.4, 6.5, -2.8, -5.5
- COC(=O)[C@H](CC(C)C)NC(=O)NCc1ccc(Cl)cc1
    -0.1, 2.4, 0.4, -2.5, -0.1, 0.7, -7.2, -1.4, 2.8, -2.9
- CCOC(=O)Cc1csc(NC(=O)CCNS(=O)(=O)c2ccc3c(c2)CCC(=O)N3)n1
    -0.2, -0.8, -0.5, 1.9, 3.1, 2.2, -0.2, -5.8, 7.7, 15.9
- Cc1ccccc1CC(=O)Nc1ccc(C(=O)N2CCCC2)cc1
    0.1, -9.8, 3.3, -1.6, 0.9, -4.5, 5.5, -9.2, 15.2, 7.0
- CCOc1cc(NC(=O)c2ccco2)c(OCC)cc1NC(=O)CCc1ccccc1OC
    -12.4, -0.5, -2.0, 3.2, -0.1, 0.1, 1.8, -1.3, 5.9, -8.1
- COC(=O)C1=C(C)NC(C)=C(C(=O)OC)C1C(=O)OCC(=O)N1CCCCC1C (stereo not drawn)
    2.7, -71.6, 1.6, -0.8, 10.1, -6.2, -1.8, -0.5, -12.6, 1.8
- COc1cc(NC(=O)CN(C)Cc2cccc(F)c2)c(C)cc1[N+](=O)[O-]
    0.7, 2.1, -1.7, 0.3, -3.7, -3.6, -2.6, 16.5*, -3.8, -2.8
- Cc1ccc(OCCCC(=O)Nc2ccc(Cl)c(S(=O)(=O)N3CCOCC3)c2)cc1
    0.7, 4.2, -3.2, -18.8, -2.2, 4.9, -1.0, 0.2, 5.2, 6.5
- O=C(COc1cccc(Cl)c1Cl)Nc1ccc2c(c1)CCC2
    0.9, -2.0, -0.2, -3.0, 5.0, -0.1, -0.6, 5.3, 7.3, 4.0
- O=S1(=O)CCC(NS(=O)(=O)/C=C/c2ccccc2)C1 (stereo not drawn)
    0.2, 1.5, -1.4, 2.9, -8.9, 1.8, 2.1, 5.4, -1.7, -13.2
- COc1ccc(OC)c(NC(=O)Nc2ccccc2C)c1
    0.1, -10.3, -0.6, -4.5, -18.2, -3.2, 0.4, 1.3, -2.5, -7.4
- Cc1ccc(CN2CC(C(=O)Nc3nc(C)cs3)CC2=O)cc1 (stereo not drawn)
    0.1, -6.4, -2.5, -1.2, 3.8, 1.0, -1.4, -7.4, 2.1, -13.2
- CCC1(c2ccccc2)SC(N)=NC1=O (stereo not drawn)
    0.0, -2.9, 0.5, 0.4, 0.2, 0.8, 1.0, 5.0, -6.1, -12.2
- CC1=C(C(=O)N2CCOCC2)CC(CC(=O)NCCCN(C)C)C(=O)N1Cc1ccc(C(C)(C)C)cc1 (stereo not drawn)
    0.1, -15.9, x, 7.6, -0.8, 3.3, 0.7, -5.2, 9.5, 3.1
- CCCOc1ccc(C(O)(CCC)CCN2CCCCC2)cc1 (stereo not drawn)
    0.4, 3.6, -0.7, -9.9, 2.1, -1.9, -1.6, -6.5, -4.1, 4.0
- COc1ccc2c(COC(=O)CNC(=O)C34CC5CC(CC(C5)C3)C4)cc(=O)oc2c1
    -1.3, i, -2.2, 3.1, -5.8, 7.4, -2.2, 2.1, 3.4, -2.9
- CCc1ccc(-c2ccc(SCC(=O)NC3CCCC3)nn2)cc1
    0.3, 6.0, 2.4, 10.3, 1.2, 1.8, -1.5, -5.6, 7.7, 15.2
- O=C(NCc1ccc(F)cc1)C1CCCN(C(=O)Nc2ccc(F)cc2)C1 (stereo not drawn)
    -0.4, -3.2, -1.3, 3.5, 0.9, -5.6, -1.9, 1.6, -2.8, 9.3
- Cc1cccc(C)c1NC(=O)CSc1nnc(-c2ccncc2)n1Cc1ccco1
    0.3, -7.7, 1.5, 6.1, 2.3, -3.7, 2.9, 1.0, 6.7, -8.8
- CC(C)CCNc1nc2c(cc1C#N)COC(C)(C)C2
    4.9, i, 0.4, -0.2, 3.2, -6.8, -1.3, -3.9, 9.3, -5.0
- NC(=O)c1ccc(Oc2ccc(C(N)=O)cc2)cc1
    0.2, -5.8, -1.3, 11.2, -1.3, -2.0, 0.3, 11.4, 1.3, 0.3
- O=C(Nc1nnc(C(F)(F)F)s1)c1c(F)cccc1F
    -0.8, 5.5, 0.4, -3.2, -3.9, 1.4, 1.4, -2.6, -3.9, -8.6
- COc1ccc(C(=O)Nc2ccccc2)cc1NC(=O)c1ccc([N+](=O)[O-])cc1
    0.4, 15.5, 1.2, -11.2, 3.9, 7.9, -3.9, -1.6, -1.5, -5.6
- OC(COc1ccc2ccccc2c1)CN1CCN(c2ccc(F)cc2)CC1 (stereo not drawn)
    0.1, -5.0, -0.7, 6.7, -8.5, -2.5, 3.7, -2.8, -5.3, 6.0
- COc1ccc2[nH]cc(CCNC(=O)c3ccccc3Cl)c2c1
    0.6, 2.3, 1.1, -9.2, 3.9, -1.8, 3.8, -0.8, 6.6, -3.7
- O=C1NC(=O)C2C1C(c1ccc([N+](=O)[O-])cc1)=NN2Cc1ccccc1 (stereo not drawn)
    0.4, 0.8, 1.2, -4.8, 1.3, 10.9, 2.7, 2.1, 8.7, -4.1
- O=C(Nc1cccc2ccccc12)N1CCN(Cc2ccccc2)CC1
    -10.6, -162.6, 1.2, 4.7, 4.0, -5.9, -0.8, 5.6, 9.1, 2.6
- CCc1cc(CC)c(/C=N/NC(N)=O)c(CC)c1
    0.2, -7.8, -1.1, 0.8, -2.0, -5.2, 0.4, 1.3, -8.3, 0.4
- COc1cccc(CC2(CO)CCCN(Cc3cc4ccccc4[nH]3)C2)c1 (stereo not drawn)
    0.4, 0.3, -1.8, -28.4, -15.1, -5.1, -14.5, 4.8, 4.7, 1.1
- Cn1cccc1Cc1nnc(SCC(=O)NCc2ccccc2)n1-c1ccc(F)cc1
    -0.1, -13.1, -1.2, -1.5, 6.5, 8.4, -1.2, -4.4, 5.5, 1.8
- CCCCc1c(C)nc2c(OC)cccc2c1SCC(=O)O
    1.3, -75.0, -0.6, -2.0, 0.3, 0.4, 2.5, -1.2, -7.7, -1.9

# Screening results: PubChem, several laboratories
